GPT2 inh: Primary qHTS assay for inhibitors of Glutamate pyruvate transaminase 2 (GPT2). Alanine aminotransferase 2 (Homo sapiens), Q8TD30. Recombinant GPT2, coupled pyruvate oxidase/HRP Amplex Red fluorescence. Potency, µM (doses to about 57.7 µM), for inactives: at the top dose activity change, negative = inhibition, most hits filed as inhibitors. 100,000 compounds, 0.25% hits. AID 1671188, 2021; further: potency means the concentration at half of the fitted maximal effect; nearly all actives have a fitted effect of over 60% in size; many of its hits are not listed in these tables
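Fluorescence of coupled pyruvate oxidase/HRP/Amplex Red system (50uM Amplex, 30 min, dark) reports pyruvate formed by GPT2. Enzyme reaction: 10ng/uL GPT2, 2mM L-alanine, 250uM a-KG, 30 min room temperature, pH 7.5; 50uM AOA control.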
SNCA expr inh: Primary qHTS assay for inhibitors of alpha-synuclein gene (SNCA) expression. Potency, µM (doses to about 57.2 µM), without a hit: at the top dose activity change, negative = inhibition, actives largely listed as inhibitors. 140,000 compounds, 0.17% hits. HEK-293 SNCA-luciferase knock-in, luminescence, 24 h. AID 1671194, 2021;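 further: potency means the concentration at half of the fitted maximal effect; plate controls were DMSO cells for no effect and cell-free wells for full effect; nearly all actives have a fitted effect of over 45% in size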
Luciferase inh: Firefly luciferase inhibition profiling of diverse chemical library using quantitative high-throughput screening; purified P. pyralis luciferase, luminescence, biochemical; Potency, µM (doses to about 115 µM), for inactives: at the top dose activity change, negative = inhibition, actives largely listed as inhibitors; 76,000 compounds, 2.5% hits; AID 1347043, 2019; further: potency means the concentration at half of the fitted maximal effect; nearly all actives have a fitted effect of over 65% in size
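Biochemical qHTS: compound (6-point titration) added to 10uM D-luciferin plus 10uM ATP in Tris acetate pH 7.5 buffer with Mg, Tween-20 and BSA, then purified enzyme at 10nM; light output imaged.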
SNCA viab count: GF-AFC viability counterscreen for inhibitors of alpha-synuclein gene (SNCA) expression; Potency, µM (doses to about 57.1 µM), for the others: top-dose activity change, negative = cytotoxicity, hits mostly cytotoxic; HEK-293-SNCA-luc viability, GF-AFC fluorescence, 24 h; 150,000 compounds, 0.12% hits;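 further: potency means the concentration at half of the fitted maximal effect; 0% = DMSO-treated cells and -100% = medium-only wells without cells; nearly all actives have a fitted effect of over 30% in size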
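HEK-293-SNCA-luc cells (1500/well) plated 24 h, then exposed 24 h to a dilution series; GF-AFC added 30 min at 37C, fluorescence 405/540 nm; normalised to medium-only and DMSO wells, Hill fit.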
HEK cytotox: Cytotoxic Profiling in HEK 293 Cell Line of Diverse Libraries Using Quantitative High-Throughput Screening; AID 1345083, 2018; 94,000 compounds, 6.6% hits; Potency, µM (titrated, usually from 115 µM), for inactives: at the top dose activity change, negative = cytotoxicity, most hits filed as inhibitors; HEK 293 viability, ATP luminescence (CellTiter-Glo), 48-72 h; further: potency means the concentration at half of the fitted maximal effect; nearly all actives have a fitted effect of over 60% in size
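HEK 293 cells at 250 cells/well were exposed to compounds by pintool transfer for 48 or 72 hr at 37 degree Celsius, 5% CO2. Viability was read as ATP-coupled luminescence with CellTiter-Glo after 10 min at room temperature.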
NIH3T3 tox: Cytotoxic Profiling in NIH 3T3 Cell Line of Diverse Libraries Using Quantitative High-Throughput Screening; NIH 3T3 viability, CellTiter-Glo ATP luminescence, 48-72 h; Potency, µM (top dose mostly 96.7 µM), without a hit: top-dose activity change, negative = cytotoxicity, most hits filed as inhibitors; 94,000 compounds, 4.3% hits; AID 1345082, 2018; further: potency means the concentration at half of the fitted maximal effect; nearly all actives have a fitted effect of over 55% in size
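Cytotoxicity was measured by CellTiter-Glo ATP luminescence after 48 or 72 h compound exposure at 37 °C. Mouse NIH 3T3 fibroblasts were seeded at 400 cells/well and dosed by 23 nL pin transfer.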
IP6K1 inhibitor: Primary qHTS assay for small molecule inhibitors of Inositol hexaphosphate kinase 1 (IP6K1). IP6K1 kinase, ADP-Glo luminescence, 2 h; hits give low values. activity change, % (series mostly up to about 58 µM). 140,000 compounds, 0.81% hits; in the data active means activity change below about -25%
Target sequence (Q92551 whole entry, looked up): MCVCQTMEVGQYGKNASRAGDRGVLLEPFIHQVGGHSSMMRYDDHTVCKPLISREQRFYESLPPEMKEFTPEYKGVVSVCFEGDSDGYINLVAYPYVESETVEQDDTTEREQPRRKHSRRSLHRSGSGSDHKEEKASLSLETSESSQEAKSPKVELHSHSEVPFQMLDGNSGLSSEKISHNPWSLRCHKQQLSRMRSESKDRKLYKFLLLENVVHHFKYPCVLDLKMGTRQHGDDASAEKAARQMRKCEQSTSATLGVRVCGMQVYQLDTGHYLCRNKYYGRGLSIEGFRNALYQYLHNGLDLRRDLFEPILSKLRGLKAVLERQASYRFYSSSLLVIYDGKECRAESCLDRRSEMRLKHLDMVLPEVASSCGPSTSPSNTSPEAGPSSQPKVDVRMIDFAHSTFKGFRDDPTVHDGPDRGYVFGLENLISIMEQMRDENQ
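ADP-Glo luminescence measures ADP made by human IP6K1 during a 2 h RT reaction with ATP/IP6 (mix at 1.3 mM/130 uM); top library doses 57.5 and 19.1 uM final.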
* = called active by the depositor; i = inactive; u = inconclusive; x = no result given; [ ] = remark or other dose. Unless noted, the call rests on the fitted dose curve; in most records, active means well fitted curve in the direction sought with a large enough effect; inconclusive means small, poorly fitted or top-dose-only effect, or another doubt; inactive means no such curve, though single readings can be large; an effect the other way counts as inactive or inconclusive. Unless noted, on the % scale 0 is the no-effect control and ±100 the full control effect.

Start of the data: the first 2 entries, ahead of the listing:
| molecule | GPT2 inh | SNCA expr inh | Luciferase inh | SNCA viab count | HEK cytotox | NIH3T3 tox | IP6K1 inhibitor |
| --- | --- | --- | --- | --- | --- | --- | --- |
| CN(C)CCCC(=O)N1Cc2ccccc2CC2(CCCCN2Cc2ccccc2)C1 (configuration not stated) | i | -17% | x | -25% | 79µM* | u | -14 |
| Cc1cc(C)cc(N2CCC(N)C2=O)c1 (configuration not stated) | i | 7% | 5% | 8% | 5% | -3% | 5 |

Main list, from the first entry:
| molecule | GPT2 inh | SNCA expr inh | Luciferase inh | SNCA viab count | HEK cytotox | NIH3T3 tox | IP6K1 inhibitor |
| --- | --- | --- | --- | --- | --- | --- | --- |
| CN(C)CCCC(=O)N1Cc2ccccc2CC2(CCCCN2Cc2ccccc2)C1 (configuration not stated) | i | -17% | x | -25% | 79µM* | u | -14 |
| Cc1cc(C)cc(N2CCC(N)C2=O)c1 (configuration not stated) | i | 7% | 5% | 8% | 5% | -3% | 5 |
| COCCNC(=O)[C@H]1C[C@H](Oc2cccnc2)CN1C(=O)Nc1ccccc1 | i | 30%[activator] | -19% | 4% | -4% | -4% | -3 |
| CC(=O)c1ccc(NC(=O)Cn2nc(N3CCN(c4ccccc4)CC3)ccc2=O)cc1 | x | -5% | x | -22% | x | x | 4 |
| Cc1ccc(C2c3cc(OCc4nc(C(=O)NCC5CC5)co4)ccc3CCN2C(=O)C2CC2)cc1 (configuration not stated) | 4% | -24% | -3% | -7% | 35µM* | 28µM* | 1 |
| CCN(CC)C(=O)Cn1cc(SCC(=O)Nc2cccc(C)c2)c2ccccc21 | x | -7% | x | 0% | x | x | -5 |
| CCCN(CCC)CCCNC(=O)Cn1ncc2c3ccccc3n(Cc3ccccc3)c2c1=O | x | -11% | x | -2% | x | x | 30 |
| COCCNC(=O)[C@@H]1C[C@H](Oc2cccnc2)CN1C(=O)C(C)C | i | 29% | 5% | -3% | i | i | 6 |

The final four records of the part before lead into the next:
| molecule | GPT2 inh | SNCA expr inh | Luciferase inh | SNCA viab count | HEK cytotox | NIH3T3 tox | IP6K1 inhibitor |
| --- | --- | --- | --- | --- | --- | --- | --- |
| Cc1ccc(C2c3cc(OCc4nc(C(=O)NCC5CC5)co4)ccc3CCN2C(=O)C2CC2)cc1 (configuration not stated) | 4% | -24% | -3% | -7% | 35µM* | 28µM* | 1 |
| CCN(CC)C(=O)Cn1cc(SCC(=O)Nc2cccc(C)c2)c2ccccc21 | x | -7% | x | 0% | x | x | -5 |
| CCCN(CCC)CCCNC(=O)Cn1ncc2c3ccccc3n(Cc3ccccc3)c2c1=O | x | -11% | x | -2% | x | x | 30 |
| COCCNC(=O)[C@@H]1C[C@H](Oc2cccnc2)CN1C(=O)C(C)C | i | 29% | 5% | -3% | i | i | 6 |
| O=C(CCC1N=C2c3ccccc3N=C(SCc3ccc(F)cc3)N2C1=O)NCc1ccc(F)cc1 (configuration not stated) | x | 41%[activator] | x | -12% | x | x | -7 |
| COc1cccc2c1OCC(CN1CCC3(C1)CN(C)C(=O)O3)=C2 (configuration not stated) | i | 10% | 7% | -14% | -5% | 1% | -13 |
| COc1ccc(CC(=O)N2CC[C@@H](CC(=O)O)[C@@H](CC3=NCCc4cc(OC)c(OC)cc43)C2)cc1 | -1% | 6% | 8% | 6% | -6% | -5% | 15 |
| Cc1cccc(OCC2(CNS(=O)(=O)c3ccc(Cl)cc3)C[C@@H](O)[C@@H](O)C2)n1 (some centres not stated) | 3%[88.5 µM] | -21%[87.6 µM] | -3%[172 µM] | -15%[87.6 µM] | u | -22%[138 µM] | 8 |
| O=C(N1C[C@@H](CO)[C@H](c2ccncc2)C1)C1(c2ccccc2)CCCC1 | i | -20% | 4% | -15% | -17% | -14% | -9 |
| Cc1nnc2ccc(N3CCC(NC(=O)C(C)(C)C)C3)nn12 (configuration not stated) | x | x | x | x | -7%[172 µM] | -24%[138 µM] | 3 |
| CCCCC(=O)OCc1cc(=O)n2nc(C3CCCCC3)sc2n1 | x | 19% | x | 8% | x | x | -10 |
| CC(=O)O[C@@H]1CC2C(/C=C(\C)C(=O)[C@@]3(O)C[C@@H](C)[C@H](OC(=O)c4ccccc4)C3/C=C/1C)C2(C)C (some centres not stated) | 2%[27.3 µM] | x | x | -14%[23.9 µM] | x | x | 13 |

One compound at a time (already shown). Order of values: GPT2 inh, SNCA expr inh, Luciferase inh, SNCA viab count, HEK cytotox, NIH3T3 tox, IP6K1 inhibitor
`COc1cccc2c1OCC(CN1CCC3(C1)CN(C)C(=O)O3)=C2` (configuration not stated) in the list: i, 10%, 7%, -14%, -5%, 1%, -13
`O=C(CCC1N=C2c3ccccc3N=C(SCc3ccc(F)cc3)N2C1=O)NCc1ccc(F)cc1` (configuration not stated) in the list: x, 41%[activator], x, -12%, x, x, -7

Continuation:
Codes: A = GPT2 inh; B = SNCA expr inh; C = Luciferase inh; D = SNCA viab count; E = HEK cytotox; F = NIH3T3 tox; G = IP6K1 inhibitor
COCC(=O)N1C[C@@H]2C[C@H]1C(=O)N(Cc1ccc(OC(F)(F)F)cc1)c1ccccc1O2
  A: -21%; B: -26%; C: -6%; D: 2%; E: -20%; F: -25%; G: 3

CC(=O)N1CCc2cc(CNC(=O)Nc3ccccc3C(F)(F)F)ccc21
  A: x; B: 60%[activator]; C: x; D: 12%; E: x; F: x; G: 26

CCCOc1ccc(-c2nonc2NC(=O)c2cc(OC)c(OC)c(OC)c2)cc1OCCC
  A: x; B: u; C: x; D: -18%; E: x; F: x; G: -9

OC1(CN2CCN(C/C=C/c3ccccc3)CC2)CNCCOC1 (configuration not stated)
  A: 1%; B: -4%; C: 3%; D: 2%; E: -21%; F: u; G: 8

COC(=O)[C@@H]1C[C@H](NC(=O)c2cc(OC)nc(OC)n2)CN1C
  A: i; B: 4%; C: -10%; D: 3%; E: 3%; F: 3%; G: 8

CS(=O)(=O)N1CCC(C2CCN(C(=O)COc3ccccc3)C2)CC1 (configuration not stated)
  A: i; B: 3%; C: 4%; D: 1%[12.5 µM]; E: -5%; F: i; G: 4

CCn1ccc(C(=O)N2CC(C(=O)N(C)C)C3(CCOCC3)C2)n1 (configuration not stated)
  A: i; B: 2%; C: 3%; D: -2%; E: i; F: 1%; G: -1

COc1ccc(N2CC(NC(=O)COc3ccc(F)cc3)CC2=O)cc1OC (configuration not stated)
  A: x; B: u; C: x; D: 2%; E: x; F: x; G: -9

Cc1cccc2c1-c1sc(C(=O)NCCCN3CCN(c4cccc(Cl)c4)CC3)cc1CO2
  A: x; B: -20%; C: x; D: 24%; E: x; F: x; G: -19

COc1ccc(CNC[C@H]2Cn3cc(-c4ccccc4)nc3CO2)cc1
  A: 3%[88.5 µM]; B: 60%[activator][87.6 µM]; C: 5%[172 µM]; D: 5%[87.6 µM]; E: u; F: u; G: 21

CN1CCOc2c(C(=O)NCCc3ccccc3)cc(N3CCOCC3)cc21
  A: u; B: 2%[87.6 µM]; C: -6%[172 µM]; D: -5%[87.6 µM]; E: u; F: -26%[138 µM]; G: -11

c1ccc(CNc2cc(-c3cc(N4CCCCC4)ncn3)c3cc[nH]c3n2)nc1
  A: 4%; B: 37%[activator]; C: 7.9µM*; D: 6%; E: u; F: u; G: -6

CCNC(=O)C12CCCC=C1N(C1CCCC1)C(=O)CC2 (configuration not stated)
  A: i; B: 113%[activator]; C: 40µM*; D: -5%; E: 4%; F: -13%; G: 5

CCSCCNC(=O)c1c(C)noc1-c1ccc(C(C)(C)C)cc1
  A: -5%; B: 6%; C: -4%; D: -2%; E: u; F: u; G: -7

O=C1OC2(CN(c3ccc4c(c3)OCO4)C2)CN1c1ccccc1
  A: -17%[88.5 µM]; B: u; C: -12%[172 µM]; D: -6%[87.6 µM]; E: u; F: -20%[138 µM]; G: 7

CCC(C(=O)NCCc1ccc(SC)cc1)n1nc(C)c2sc3ccccc3c2c1=O (configuration not stated)
  A: x; B: -11%; C: x; D: -23%; E: x; F: x; G: 1

Cc1c(CNC(=O)c2ccc(C3CCNC3)cc2)oc2ccccc12 (configuration not stated)
  A: i; B: 2%; C: -14%; D: -18%; E: u; F: u; G: 20

Screens (PubChem BioAssay)
